# Compound activity as filed in PubChem.
# GAA inh: blocks human lysosomal alpha-glucosidase; Potency, µM (series often up to 76.9 µM), without a hit: top-dose activity change, negative = inhibition, usual class: inhibitors; purified human GAA, 4-MU-alpha-glucoside fluorescence; P10253; hit rate 0.005% among 200,000;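 further: plate controls were uninhibited enzyme wells for no effect and no-enzyme background for full effect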
#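 Endpoint fluorogenic read: 20 min room-temperature reaction of 4 nM human alpha-glucosidase with 400 uM 4-methylumbelliferyl-alpha-D-pyranoside, pH 5.0, quenched with 1M NaOH/1M glycine pH 10. AC50 from Hill modeling.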
# GAA glycogen: GAA glycogen-cleavage inhibition or activation. P10253. recombinant GAA, glycogen substrate, Amplex Red glucose oxidase fluorescence. Potency, µM (top dose mostly 76.4 µM), for the others: top-dose activity change, negative = inhibition, most hits filed as inhibitors. hit rate 0.38% among 300,000. AID 2100;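 further: 0% = full enzyme reaction and -100% = no-enzyme basal signal; the screen sought inhibitors and activators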
#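 Recombinant human enzyme (4 nM); glycogen substrate; 37 C, 40 min, pH 5.0. Readout: coupled glucose oxidase/Amplex Red fluorescence.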
# TRb-SRC2 inh: disrupts binding of human TR beta to SRC2; P10828; TRbeta-SRC2 peptide binding, fluorescence polarization; receptor liganded with 1 µM T3; Potency, µM (highest dose often 106 µM), for the others: top-dose activity change, negative = inhibition, hits mostly inhibitors; hit rate 0.065% among 280,000;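 further: plate controls were bound peptide for no effect and peptide without receptor for full effect; nearly all actives have a fitted effect of over 50% in size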
# Target sequence (P10828 whole entry, looked up): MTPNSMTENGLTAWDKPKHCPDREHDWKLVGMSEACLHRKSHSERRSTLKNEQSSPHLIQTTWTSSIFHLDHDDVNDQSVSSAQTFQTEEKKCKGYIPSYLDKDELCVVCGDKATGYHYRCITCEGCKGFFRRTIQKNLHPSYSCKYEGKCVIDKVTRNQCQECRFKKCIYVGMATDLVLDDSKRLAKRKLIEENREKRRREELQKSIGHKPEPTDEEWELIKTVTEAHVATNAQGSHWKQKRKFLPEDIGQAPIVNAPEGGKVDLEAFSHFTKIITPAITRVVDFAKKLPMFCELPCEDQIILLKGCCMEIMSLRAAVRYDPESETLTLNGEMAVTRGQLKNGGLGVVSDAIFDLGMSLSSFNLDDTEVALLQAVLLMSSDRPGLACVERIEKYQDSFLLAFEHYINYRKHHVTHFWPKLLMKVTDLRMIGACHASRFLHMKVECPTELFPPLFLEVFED
#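 Compounds were added to 0.6 uM TRb ligand-binding domain and 20 nM Texas Red-labeled SRC2 peptide in Tris buffer containing 1 uM T3, incubated 5 hr at ambient temperature, then read by fluorescence polarization.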
# GoLoco inh red: inhibitors of human Gai1-RGS12 GoLoco interaction (red fluorophore). Gai1:RGS12 GoLoco peptide FP, rhodamine, 10 min. Potency, µM (series often up to 61.6 µM), for the others: at the top dose activity, negative = inhibition, most hits filed as inhibitors. hit rate 0.44% among 230,000; active means well fitted inhibition curve with a large enough effect, not every such curve was filed as active; inactive means no such curve, though single readings can be large or run the other way; further: nearly all actives have a fitted effect of over 30% in size; many of its hits are not listed in these tables
# Target sequence (P63096 whole entry, looked up): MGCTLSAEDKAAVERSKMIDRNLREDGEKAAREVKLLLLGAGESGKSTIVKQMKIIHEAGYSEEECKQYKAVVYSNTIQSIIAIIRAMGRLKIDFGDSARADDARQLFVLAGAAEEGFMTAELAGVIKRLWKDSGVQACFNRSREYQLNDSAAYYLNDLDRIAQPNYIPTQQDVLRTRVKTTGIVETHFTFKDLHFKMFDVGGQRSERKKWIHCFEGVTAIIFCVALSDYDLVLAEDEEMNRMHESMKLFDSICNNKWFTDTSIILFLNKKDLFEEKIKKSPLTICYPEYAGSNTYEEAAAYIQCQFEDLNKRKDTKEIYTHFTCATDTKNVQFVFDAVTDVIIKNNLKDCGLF
# L3MBTL1 block: L3MBTL1 (human) inhibition; Q9Y468; AlphaScreen L3MBTL1–H3K9me1 peptide binding; Potency, µM (series often up to 57.1 µM), inactives show top-dose activity, negative = inhibition, actives largely listed as inhibitors; hit rate 0.66% among 230,000; AID 485360; further: nearly all actives have a fitted effect of over 60% in size
#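 AlphaScreen assay: L3MBTL1 (50 nM final) was preincubated 30 min at room temperature with biotinylated H3(1-15)K9me1 peptide (75 nM final), then 30 min with library compounds; streptavidin donor and nickel chelate acceptor beads (10 ug/mL final) added, 30 min dark.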
# TR SRC2 fluor cs: counter-screen for TRb-SRC2 inhibitors: fluorescence interference; hit rate 0.29% among 280,000; TRb/SRC2 Texas Red total fluorescence interference; AID 1479; Potency, µM (highest dose often 106 µM), inactives show top-dose fluorescence change, negative = quenching; active means well fitted curve in either direction with a large enough effect; inconclusive means small, poorly fitted or top-dose-only effect
#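 Human TRb ligand-binding domain at 0.6 uM with 20 nM Texas Red SRC2 peptide in Tris buffer containing 1 uM T3 and 5% DMSO, incubated with compound 5 h at ambient temperature. Total fluorescence (555/632 nm) calculated as parallel + 2 × perpendicular.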
# RECQ1 helicase: blocks DNA unwinding by human RECQ1 | P46063 | RECQ1 DNA unwinding, red fluorescence kinetic read | Potency, µM (titrated, usually from 57.3 µM), for the others: at the highest dose activity, negative = inhibition, usual class: inhibitors | hit rate 0.54% among 240,000;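 further: plate controls were vehicle for no effect and no enzyme for full effect; nearly all actives have a fitted effect of over 30% in size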
#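 RECQ1T1 50 nM; forked duplex (20 bp + 30-nt ss tails) 200 nM, ATP 2 mM final; pH 8.0, 2 mM MgCl2, 2.5 ug/ml poly(dI-dC); 15 min compound preincubation; discontinuous kinetic read over 2 h at RT.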
# aGlu spleen mod: inhibitors or activators of human alpha-glucosidase in spleen homogenate. hit rate 0.006% among 240,000. Potency, µM (series often up to 79.9 µM), for inactives: at the highest dose activity change, negative = inhibition, actives largely listed as inhibitors. human spleen homogenate, 4-MU-alpha-glucoside fluorescence. AID 2112;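 further: 0% = enzyme with vehicle and -100% = no enzyme basal signal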
#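 Human spleen homogenate (1 ug) incubated with compounds and 1 mM 4-methylumbelliferyl-alpha-D-glucopyranoside in pH 5.0 citrate/phosphate buffer, 37 C, 40 min. Stopped at pH 10; 4-MU fluorescence (Ex 365/Em 440 nm); AC50 by Hill fit.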
# Starred values were filed as active, the others as inactive; i = inactive; ? = inconclusive; . = no result given; [ ] = dose if it differs, or a comment. Unless noted, the call rests on the fitted dose curve; in most records, active means well fitted curve in the direction sought with a large enough effect; inconclusive means small, poorly fitted or top-dose-only effect, or another doubt; inactive means no such curve, though single readings can be large; an effect the other way counts as inactive or inconclusive. Unless noted, on the % scale 0 is the no-effect control and ±100 the full control effect; potency means the concentration at half of the fitted maximal effect. The list is partial. The share of hits here may be higher or lower than overall.
SMILES,GAA inh,GAA glycogen,TRb-SRC2 inh,GoLoco inh red,L3MBTL1 block,TR SRC2 fluor cs,RECQ1 helicase,aGlu spleen mod
O=C(CCc1ccccc1)Nc1ccc(N2CCOCC2)c(Cl)c1,0%,-2%,5%,6%,-1%,-5%,-1%,-24%
CCOC(=O)c1ccc(NC(=O)CN2C(=O)NC3(CCCCCC3)C2=O)cc1,-10%,4%,-6%,0%,.,-1%,-3%,-15%
Cc1onc(COc2ccccc2O)c1Br,?,-16%,-8%,10%,.,-3%,i,-5%
Cc1cc2oc(=O)cc(CSc3nc(N)cc(N)n3)c2cc1C,2%,3%,-3%,10%,.,-1%,i,1%
O=C(NCC1CCCC(CNC(=O)N2CCc3ccccc32)C1)N1CCc2ccccc21 (stereo not drawn),-6%,-6%,-11%,6%,.,-2%,-2%,0%
CC(C)NC(=S)NN=C1CCC(c2ccccc2)CC1 (stereo not drawn),7%,?,-3%,-1%,-30%,-1%,-10%,-8%
CCCCCCc1cc2cc(C(=O)OCC)c(=O)oc2cc1O,.,6%,2%,2%,12%,-3%,-1%,-1%
COC(=O)c1ccc(NC(=S)N2CCCC2)cc1,-2%,4%,1%,6%,18%,1%,-8%,.
Cc1ccc(NC(=O)N2N=C(c3ccc(F)cc3)CC2c2ccc(F)cc2)cc1 (stereo not drawn),3%,-2%,9%,-7%,-8%,0%,8%,-2%
COC(=O)/C(C#N)=C/c1ccc(OC(=O)c2ccccn2)cc1,-10%,-2%,4%,269%[activator],16µM*,-6%,-9%,3%
C=CCOc1ccc(/C=N/NC(=O)C(C)Sc2ccccn2)cc1OCC (stereo not drawn),7%,-10%,-3%,2%,31%[activator],1%,0%,-3%
COc1ccc(N=Nc2cc(C)ccc2O)cc1,.,4%,2%,-9%,?,-3%,-8%,3%
S=C(Nc1ccc(Cl)cc1)NC1CC2CCC(C1)N2Cc1ccccc1 (stereo not drawn),.,11%,-4%,5%,-12%,-1%,i,6%
Cc1ccc(C(=O)CSc2cc(C)nc(SCC(=O)c3ccccc3)n2)cc1,?,0%,-7%,11%,.,-1%,-11%,2%
COCCSc1nnc(NC(=O)c2ccc(NC(=O)C(C)C)cc2)s1,6%,18%,-3%,11%,-4%,-5%,0%,2%
CCN(CC)S(=O)(=O)c1ccc(C)c(NC(=O)COC(=O)CNC(=O)c2ccc(C(C)(C)C)cc2)c1,-20%,-4%,1%,-13%,0%,-1%,i,-2%
Cc1nn(CCC#N)c(NC(=O)c2ccccc2)c1P(=O)(Nc1ccc(Br)cc1)N1CCOCC1 (stereo not drawn),-5%,-7%,-1%,-10%,.,3%,-4%,12%
N/C(=N\OC(=O)COc1ccccc1)c1ccncc1,.,0%,4%,-10%,9%,-1%,-3%,-4%
Cc1ccc(S(=O)(=O)N(C)c2cccc3cccnc23)cc1,.,.,-7%,.,.,0%,10%,-2%
CCCOc1ccc(C(C)=O)cc1CC(C(N)=O)C(N)=O,-13%,7%,0%,-3%,.,-7%,-9%,9%

# Profiles as entered above:
# COc1ccc(N=Nc2cc(C)ccc2O)cc1 across the screens: GAA inh: .; GAA glycogen: 4%; TRb-SRC2 inh: 2%; GoLoco inh red: -9%; L3MBTL1 block: ?; TR SRC2 fluor cs: -3%; RECQ1 helicase: -8%; aGlu spleen mod: 3%
# Cc1ccc(C(=O)CSc2cc(C)nc(SCC(=O)c3ccccc3)n2)cc1 across the screens: GAA inh: ?; GAA glycogen: 0%; TRb-SRC2 inh: -7%; GoLoco inh red: 11%; L3MBTL1 block: .; TR SRC2 fluor cs: -1%; RECQ1 helicase: -11%; aGlu spleen mod: 2%

# Next part.
SMILES,GAA inh,GAA glycogen,TRb-SRC2 inh,GoLoco inh red,L3MBTL1 block,TR SRC2 fluor cs,RECQ1 helicase,aGlu spleen mod
N#Cc1c(N)nc2c(c1-c1ccc(F)cc1)c(=O)nc1sccn12,-9%,-11%,-7%,-6%,16%,-3%,-3%,0%
CNc1nc(-c2ccc3c(c2)CCN3C(=O)c2cccc(F)c2)cs1,.,?,5%,-3%,.,-2%,-3%,6%
COc1ccc(N(CC(=O)NCCC2=CCCCC2)S(=O)(=O)c2ccccc2F)cc1,.,1%,9%,23%,.,-1%,i,-5%
COc1ccc(C(=O)OCC(=O)Nc2cc(C)on2)c(OC)c1OC,4%,-8%,-10%,0%,-3%,-6%,-4%,-1%
C#CCSc1nnc(-c2c[nH]c3ccccc23)n1C,2%,-13%,1%,-1%,-5%,0%,?,3%
Cc1ccc(NC(=O)c2sc3nc(CCl)[nH]c(=O)c3c2C)c(C)c1,1%,5%,6%,19%,3%,-1%,-17%,4%
Cc1ccc(OCC(=O)Nc2cccc(C)n2)c(C)c1,-2%,2%,1%,0%,.,-7%,7%,-16%
Cc1cc(OCC(=O)NCCCN(C)C)cc(C)c1Br,2%,11%,-8%,-8%,25%,-8%,-4%,-17%
S=c1[nH]nc(Cc2ccc(Cl)cc2)n1-c1ccc2c(c1)OCCO2,-2%,?,2%,16%,1%,-2%,i,3%
O=C(Nc1ccc([N+](=O)[O-])cn1)c1ccc(Br)o1,-6%,-5%,1%,10%,-3%,-2%,i,1%
O=[N+]([O-])c1ccc(O)c(/C=N/NC(=S)Nc2ccc(Cl)cc2Cl)c1,.,2%,7%,9%,.,-7%,-25%,0%
C=CCn1c(N)c(-c2nc3ccccc3n2C)sc1=S,5%,-10%,-5%,25%,.,-4%,-2%,-8%
C[C@H](NCCc1ccc(O)cc1)[C@@H](O)c1ccc(O)cc1,.,.,-2%,3%[21.6 µM],.,-1%,-9%[25.9 µM],4%[29.1 µM]
CC(=O)c1cccc(NC(=O)c2cc(C)no2)c1,-3%,0%,2%,2%,?,-3%,-1%,-12%
Cc1cccc2[nH]c(SCC(=O)O)nc12,5%,6%,-2%,8%,3%,5%,i,-4%
O=C(c1cnn2c(C(F)F)cc(C3CC3)nc12)N1CCc2ccccc2C1,-3%,3%,-1%,2%,.,1%,-1%,4%
O=C(COc1ccc(Cl)cc1Cl)NCc1ccco1,-5%,-3%,-3%,-135%,-5%,1%,-3%,-14%
c1ccc(C2(c3ccccc3)OCC(Cn3cncn3)O2)cc1 (stereo not drawn),?,0%,1%,0%,9%,-2%,0%,-3%
O=C(c1ccccc1)c1cnc(Nc2ccc(Cl)c(Cl)c2)s1,-1%,3%,1%,6%,-7%,-4%,-8%,1%
Cc1cc(C)c(NC(=O)CN2CCN3CCCC3C2)c(C)c1 (stereo not drawn),2%,1%,4%,-12%,-10%,-1%,-10%,-4%
COc1ccc(-c2onc(C)c2-c2cscn2)c(O)c1,1%,1%,0%,5%,1%,-1%,-2%,0%
Cc1nnc(SCC(=O)c2ccccc2F)n1Cc1ccccc1,.,-1%,-1%,1%,.,-2%,-6%,-10%
Cc1ccc(C2=N/C(=C\c3cccs3)C(=O)N2Nc2ccccc2)cc1,-12%,-27%,-8%,12%,-17%,1%,-11%,-14%
Cc1ccc2sc(NC(=O)CN3C(=O)c4ccccc4C3=O)nc2c1C,5%,-5%,9%,-9%,3%,-2%,0%,3%
CCCCn1c(SCc2nc(N)nc(Nc3ccccc3C)n2)nc2ccccc2c1=O,-5%,-8%,9%,1%,.,-1%,-12%,-6%
CC(C)NC(=O)CCCOc1ccc(Cl)cc1Cl,-6%,8%,-7%,-5%,.,2%,i,-3%
C[C@H](NC(N)=O)C(=O)Nc1ccc(OCc2ccccc2)cc1,-2%,0%,7%,10%,5%,1%,i,2%
CCC(=O)N1CCc2cc(S(=O)(=O)CCC(=O)NCc3ccc4c(c3)OCO4)ccc21,-1%,0%,-8%,-5%,?,3%,-2%,-4%
CNC(=S)Nc1ccc(Cc2ccncc2)cc1,-4%,4%,0%,8%,-5%,-1%,i,3%
COC(=O)c1cc(Br)ccc1NC(=O)Nc1ccccc1,?,-4%,1%,8%,-4%,-5%,-18%,-1%
N#C/C(=C\c1cc(Cl)ccc1O)C(=O)NC1CCCCC1,?,4%,2%,-4%,1%,-4%,-6%,1%
O=C(COc1cccc(Oc2ccccc2)c1)Nc1ccc(SC(F)F)cc1,-7%,-9%,0%,-7%,.,8%,-10%,2%
CC(C)N1CC(C(=O)Nc2ccccc2)CC1=O (stereo not drawn),-9%,-7%,4%,-4%,2%,1%,-3%,-4%
Cc1c(C(=O)NCc2cccnc2)oc2c1C(=O)CC(C)(C)C2,-5%,2%,-10%,-1%,7%[11.4 µM],-2%,-2%,-12%
O=C(Nc1ccccc1)N1CCN(c2nc3ccccc3s2)CC1,-3%,4%,-13%,15%,0%,-2%,-19%,-7%
COc1ccc(OC)c(Cc2nnc(CCC(=O)NC3CCCCCCC3)o2)c1,12%,18%,3%,3%,1%,-3%,i,2%
Cc1nc(N(C)C)c2sc(=S)n(Cc3ccccc3)c2n1,-5%,4%,-6%,9%,22%,-1%,i,.
O=C(O)Cc1nn(Cc2ccc(Cl)cc2)c(=O)c2ccccc12,-4%,6%,-3%,-9%,10%,1%,-5%,0%
Cc1ccc(Cl)cc1N(CC(=O)NC1CCCCC1)S(C)(=O)=O,?,-2%,3%,-1%,-3%,-4%,-12%,12%
CN1CCN(c2ccccc2NC(=O)c2ccc(N3CCCCC3)c([N+](=O)[O-])c2)CC1,8%,0%,1%,4%,?,-5%,i,-2%
CCOc1cc(/C=N/n2c(C)nc3sc(C)c(C)c3c2=O)ccc1O,?,2%,-3%,-20%,-1%,-2%,-10%,2%
COc1ccc(-c2nc3c(c4c2CC(C)OC4)CN(CCC(C)C)CC3)cc1 (stereo not drawn),.,.,-1%[11.2 µM],.,.,-6%[11.2 µM],i[11.5 µM],-2%[17.4 µM]
Cn1cc(CN(CCO)Cc2cccs2)c(-c2cccc(Cl)c2)n1,4%,-2%,4%,1%,0%,-2%,-4%,4%
